High-throughput results as filed in PubChem BioAssay.
Growth percent in the NCI-60 one-dose screen (48 h, 10 µM unless noted): 100 = growth as untreated, 0 = no growth, -100 = all killed.
IGROV1: IGROV1 ovarian cancer; 79,000 tested, 4.7% active
ACHN: ACHN renal cancer | 81,000 tested, 4.9% active
TK-10: TK-10 renal cancer cells; 81,000 tested, 3.9% active; AID 1794769
RXF 393: RXF 393 renal cancer cells. 77,000 tested, 6.9% active. AID 1794773
SK-OV-3: SK-OV-3 ovarian cancer cells | 80,000 tested, 3.2% active | AID 1794785
SN12C: SN12C renal cancer cells; 81,000 tested, 3.8% active
UO-31: UO-31 renal cancer | AID 1794768 | 81,000 tested, 5.2% active
786-0: 786-0 renal cancer cells | 81,000 tested, 5.1% active
An asterisk follows results filed as active; . = not tested or not shown; & = joins results of further samples. How the source made its calls: active means growth percent below 10; inactive means the rest. Random draw from the library; any-hit rate near 9.6%.

canonical_smiles	IGROV1	ACHN	TK-10	RXF 393	SK-OV-3	SN12C	UO-31	786-0
Cc1ccccc1N=Nc1ccc(N=Nc2cc(S(=O)(=O)O)c3ccccc3c2O)c(C)c1	109	103	117	116	99	108	84	113
Clc1nc(N[C@H]2CCCc3ccccc32)c2ccccc2n1	76	68	89	73	84	63	54	92
Nc1cc(C(=O)O)cc(N2C(=O)/C(=C\c3ccc(-c4ccc(Cl)cc4)o3)SC2=S)c1	84	99	165	115	120	89	81	107
OC(Nc1ccccn1)(C(F)(F)F)C(F)(F)F	98	92	90	108	91	101	80	97
CC1CC(C)(C)C2=NCCN21 (centres undefined)	120	106&96	103&102	101&99	103&109	103&104	94&96	105&108
Cc1cccc(/C=C(\C#N)C(=O)c2ccccc2)c1	115	98	113	104	109	99	96	99
CC1SC(c2ccccc2F)N(NC(=O)C(O)(c2ccccc2)c2ccccc2)C1=O (centres undefined)	92	97	99	57	96	123	64	94
CC(C)S(=O)(=O)NC1=CN2CC=CC2CC1=O (centres undefined)	102	106	96	96	95	105	86	102
O=C(NCCN1CCOCC1)NCN1C(=O)c2cccc3cccc(c23)C1=O	103	109	106	117	86	97	77	101
Cc1ccc(NC(=O)Nc2ccc(-c3cccnc3)cc2N2CCC(CO)CC2)cc1	63	81	16	-35*	28	41	81	-8.7*
Fc1ccc2c(c1)nc(-c1nc(-c3cnccn3)n[nH]1)c1cccn12	90	96	162	93	101	98	92	104
COC1(CC[C@@H](C)COC2OC(CO)C(O)C(O)C2O)O[C@H]2C[C@H]3[C@@H]4CC=C5C[C@@H](OC6OC(CO)C(OC7OC(C)C(O)C(O)C7O)C(O)C6OC6OC(C)C(O)C(O)C6O)CC[C@]5(C)[C@H]4CC[C@]3(C)[C@H]2[C@@H]1C (some centres undefined)	-79*	-87*	-60*	-78*	-72*	-65*	-65*	-94*
CSc1cccc(NC(=O)Nc2ccccc2C(N)=O)c1	.	105	128	132	107	115	123	155
N#CCCNC(=O)c1ccccc1	102	111	109	110	99	116	86	102
CS(=O)(=O)c1ccc(C(=O)N=Nc2c(O)[nH]c3ccc(Br)cc23)cc1	110	111	123	117	123	107	93	105
C/C(N)=N/S(=O)(=O)c1ccc(N)cc1	101	105	99	96	99	.	88	95
CSc1ccc2c3c(n(CCCn4ccnc4)c(=O)c2c1)-c1ccccc1C3=O	59	12	83	46	51	45	26	20
COc1ccc(Oc2nc(Nc3ccc(N4CCOCC4)nc3)ncc2NC(=O)c2cc(OC)cc(OC)c2)cc1	80	75	83	59	89	94	56	67
COc1ccccc1-n1c(Cc2cccc3ccccc23)nnc1SCC(=O)O	99	98	109	130	101	95	70	98
CCCCCCCCCCNc1nc(N)nc(Nc2ccc(C)cc2)n1	82	93	117	79	97	85	71	98
OCc1ccc(-c2ccccc2)cc1	115	98	105	100	109	97	86	114
Cc1ccc2c(c1)=C/C(=C\c1cc(-c3ccccc3)[nH]c1O)C(=O)N=2	41	66	68	34	66	43	55	42
CC(=O)Nc1cc(C(C)C)c(I)cc1C	90	104	100	113	103	103	81	95
O=C1/C(=C/c2ccccc2[N+](=O)[O-])COc2ccc(O)c(O)c21	-6.1*	3.2*	3.3*	.	41	-29*	-68*	11
COc1ccc(CSc2nc(-c3ccc(OCc4ccccc4)c(OC)c3)c(C#N)c(=O)[nH]2)cc1	107	97	99	117	108	94	91	99

Next part.
canonical_smiles	IGROV1	ACHN	TK-10	RXF 393	SK-OV-3	SN12C	UO-31	786-0
CCN1CCN(CC(=O)Nc2nc3ccc(NCc4ccc(Br)cc4)cc3s2)CC1	87	75	87	64	90	64	59	61
Cc1ccc(-n2cnc3c(Nc4ccccn4)nc(Cl)nc32)c(C)c1	102	104	87	107	108	93	90	98
c1cncc(CNc2ccccc2-c2nnc(Nc3ccc4c(c3)OCCO4)o2)c1	41	40	63	.	-4.5*	38	47	42
Cc1nc2ccccc2c(=O)[nH]1	109	112	109	117	103	104	92	107
Nc1nn(-c2ccc(Br)cc2)c2cccc[n+]12	97	105	102	.	102	102	93	104
CCCCCCCCCC(=O)CCCCCCCCC	112	102	107	120	106	96	91	109
Fc1ccc(C(=S)Nc2ccccc2Cl)cc1	99	102	133	117	101	105	90	106
Cc1c2c(c(C)c3c1oc1ccc(O)cc13)C(=O)N(CCO)C2=O	96	91	122	103	95	90	96	101
Oc1ccc(-c2nc3ccccc3nc2-c2ccc(O)cc2O)c(O)c1	76	95	105	109	114	94	70	100
COc1ccc(/C=C/C(=O)c2ccc(NC(=O)CSc3nnc(-c4ccc(OC)c(OC)c4)n3-c3ccccc3)cc2)cc1	-37*	60	101	94	85	41	-81*	-67*
COc1ccccc1/C=N/Nc1nc2ccccc2c(=O)n1-c1ccccc1	92	90	105	104	.	95	79	101
C/C(=C/N1CCCCC1C)[C@H]1CC[C@H]2[C@@H]3CCC4=CC(=O)CC[C@]4(C)[C@H]3CC[C@]12C (some centres undefined)	107	99	68	110	77	62	85	89
CC(=O)NCCO[C@H]1Cc2cc3ccc(=O)oc3cc2OC1(C)C	108	100	.	114	92	93	89	106
COc1cc(/C=C/C(=O)CC(=O)/C=C/c2ccc(OC(=O)c3cccs3)c(OC)c2)ccc1OC(=O)c1cccs1	85	108	105	97	111	109	85	92
CC(=O)N1C(=S)NC(C)=C(C(=O)OCc2ccccc2)C1c1ccc2c(c1)OCO2 (centres undefined)	98	95	100	101	79	55	85	97
CC(=O)OC[C@H]1OC(Sc2sc(C(=O)c3ccc(Br)cc3)c(N)c2-c2nc3ccccc3s2)[C@H](OC(C)=O)[C@@H](OC(C)=O)[C@@H]1OC(C)=O (some centres undefined)	46	55	111	71	97	33	65	63
COc1nc(N)c(NS(=O)(=O)c2ccc(C(C)=O)cc2)c(=O)n1C	100	104	109	99	115	98	90	90
O=C1c2ccccc2N=C(NO)[C@@H]2CCCN12	106	109	92	115	102	100	86	98
CC(=O)OC1CC(n2cc(F)c(=O)[nH]c2=O)OC1CO (centres undefined)	61	20	56	78	28	11	20	20
O=[N+]([O-])c1cccc2ccc(N/N=C/c3ccccc3O)nc12	-11*	103&68	120&150	85	111&108	98&96	64&27	86&102
O=C(Nc1ccnc2ccccc12)c1ccccc1CN1C(=O)c2ccccc2C1=O	95	89	109	105	96	93	59	103
O=c1nc(-c2ccccc2)c2cc(-c3ccc(N4CCOCC4)nc3)ccc2[nH]1	107	94	86	93	101	89	74	81
O=C(CCl)N(C1CCCCC1)C1CCCCC1	97	109	104	107	117	107	98	99
C=CCn1c(SCC(=O)Nc2ccc(Cl)cc2)nnc1-c1cc(-c2ccc(OC)cc2)nc2ccccc12	88	87	107	98	99	80	58	94
CCN(CC)c1ccc(NC(C(=O)c2ccccc2)c2ccccc2)cc1 (centres undefined)	59	-35*	41	4.6*	109	1.7*	-25*	-57*

Carrying on.
canonical_smiles	IGROV1	ACHN	TK-10	RXF 393	SK-OV-3	SN12C	UO-31	786-0
Cc1ccc2ncccc2c1	107	100	115	96	102	100	77	106
CC(C)OC(=O)Nc1ccc(-c2nc(-c3cccc(OCCN4CCOCC4)c3)c(-c3ccnc(Br)c3)[nH]2)cc1	46	28	68	-43*	12	58	-16*	-33*
CCCCCCC(C(=O)OCC)(C(=O)OCC)C1CCCCCC1	102	101	102	104	96	101	91	115
C=C1c2nc3ccccc3n2C=C(c2ccccc2)N1Cc1ccc(OC)cc1	70	95	96	72	106	101	65	84
O=c1ccc(-c2ccc(Oc3ccc(-c4ccc(=O)[nH]n4)cc3)cc2)n[nH]1	.	98	99	101	120	98	93	100
COCCn1cc(-c2nc(-c3cccnc3)cs2)c2cc(Br)ccc21	96	85	108	90	113	85	90	85
Cc1nn(-c2ccccc2)c2nc3nc(-c4ccncc4)nc(N)c3c(-c3ccc(Cl)cc3)c12	107	63	101	81	92	106	100	103
O=C(Nc1cccc(F)c1)Nc1cccc(Cl)c1	111	88	116	104	114	87	87	94
COc1ccc(/C(=N\N)C(=O)c2ccccc2)cc1 (tested in a mixture with another compound)	107	98	108	97	98	88	81	105
CCn1cc(C(=O)O)c(=O)c2cc(F)c(N3CCN(CC(=O)Nc4ccc(S(N)(=O)=O)cc4)C(C)C3)c(F)c21 (centres undefined)	107	104	101	115	108	105	87	100
BrCCCOc1ccc(Oc2ccc(OCCCBr)cc2)cc1	98	120	108	81	123	95	105	89
CCCCCCCCc1ccc(C(=O)Nc2ccc(C)cc2OP(=O)(O)O)cc1	106	100	84	95	98	.	92	89
Fc1ccc(N(c2nc(Cl)nc(Cl)n2)c2nc(Cl)nc(Cl)n2)cc1	100	111	99	109	90	105	80	.
Cc1ccc(OCCn2c(C)nn(-c3ccc(Cl)cc3)c2=O)cc1	112	103	131	125	113	105	84	100
O=C(OCC(O)C(=O)NC12CC3CC(CC(C3)C1)C2)c1cccc(Br)c1 (centres undefined)	103	101	109	110	102	102	85	102
CC1(C)[C@H]2CC[C@@]1(C)C(=O)C2	81	105	106	63	117	103	76	88
Oc1ccc(Nc2ncnc3c2cnn3-c2cccc(F)c2)cc1	90	94	116	96	111	92	77	95
CCCC(=O)Nc1ccc(OCC)cc1	121	117	102	104	117	102	99	106
CCCCCCCCCCCCSC1=C(Cl)C(=O)C(OC)=C(OC)C1=O	5.9*	28	44	34	80	25	33	66
COc1ccc2[nH]cc(-c3nnc(N)nc3-c3cn(C)c4ccc(F)cc34)c2c1	80	89	110	85	100	103	75	90
CCN(CC)CCOc1cccc(NC(=O)CN(CC)CC)c1	116	95	110	94	99	106	92	107
O=C(CN1CCN(c2ccc(Cl)cc2)CC1)N1CCN(c2nnc(-c3ccc(Cl)cc3)c(-c3ccc(Cl)cc3)n2)CC1	38	69	102	.	111	75	38	81
Fc1ccc2c(c1)COc1c-2c(C(F)(F)F)nn1-c1ccccc1	98	107	126	102	105	101	89	101
COc1ccc(-c2nc(-c3ccccc3)cn3c2nc2ccccc23)cc1	80	101	98	98	107	96	88	86
CN(C)[C@@H]1C(=O)C(C(=O)NCN2CCCC2)=C(O)[C@@]2(O)C(=O)C3=C(O)c4c(O)cccc4[C@@](C)(O)[C@H]3C[C@@H]12	112	93	109	98	105	102	81	102

(further entries)
canonical_smiles	IGROV1	ACHN	TK-10	RXF 393	SK-OV-3	SN12C	UO-31	786-0
CCOC(=O)c1c(Nc2ccc(OC)cc2)n[nH]c1C	115	97	98	110	113	95	83	94
Cc1cc(O)cc2c1[C@]1(C)CCC3C(C)(C)CCC[C@]3(C)[C@H]1C2 (some centres undefined)	112	111	144	.	127	106	83	106
O=C(c1ccc(O)cc1)[C@@H]1[C@@H]2CCCN2[C@]2(C(=O)N(C(=O)c3ccc(F)cc3)c3ccccc32)[C@H]1c1ccc(F)cc1	50	87	136	106	104	91	51	100
C=CC(=O)Nc1cc2c(Nc3ccc(F)c(Cl)c3)ncnc2cc1C#CC(C)(C)N1CCN(C)CC1	-74*	-100*	-97*	-99*	-97*	-88*	-100*	-96*
CC(=O)Nc1ccc(-c2cn(-c3cccc(C(=O)Nc4cc(CN5CCOCC5)cc(C(F)(F)F)c4)c3)nn2)cn1	-85*	-100*	-99*	.	-68*	-93*	-94*	-86*
CCOC(=O)c1c(C)[nH]c2ccc(O)cc12	103	110	128	109	99	99	72	100
CC(=O)OCc1nc(C#N)c(N(C)C)o1	95	98	84	88	90	98	90	95
O=C(/C=C/c1ccccc1)Cc1ccccc1	126	124	111	122	111	110	89	107
CC(C)c1ccc(Cn2nc(Nc3ccccc3)nc2N)cc1	89	96	100	.	119	102	60	97
CCOP(C)(=O)/C(Cc1ccc(OC)c(OC)c1)=N\O (centres undefined)	104	106	107	113	115	103	91	103
Nc1ccc(NC(=O)c2ccc(-n3c(=O)[nH]c4ccccc4c3=O)cc2)cc1	107	98	129	99	98	101	94	102
COc1cc(OC)cc(-c2nn(CC(=O)N3CCc4ccccc4C3)c3ncnc(N)c23)c1	77	80	101	63	94	90	67	88
CSc1nc2c(=S)[nH]c(=S)[nH]c2s1	113	93	110	121	99	111	90	111
COc1ccc(/C=C2\CCCC3C2=Nc2ccccc2NC3c2ccc(OC)cc2)cc1 (centres undefined)	97	113	.	100	89	86	74	101
CC(=O)CSc1nc2ccccc2s1	106	106	109	107	105	99	93	104

Entries shown so far with an aryl thioether with sulfur outside any ring:
canonical_smiles	IGROV1	ACHN	TK-10	RXF 393	SK-OV-3	SN12C	UO-31	786-0
CSc1cccc(NC(=O)Nc2ccccc2C(N)=O)c1	.	105	128	132	107	115	123	155
CSc1ccc2c3c(n(CCCn4ccnc4)c(=O)c2c1)-c1ccccc1C3=O	59	12	83	46	51	45	26	20
COc1ccccc1-n1c(Cc2cccc3ccccc23)nnc1SCC(=O)O	99	98	109	130	101	95	70	98
COc1ccc(CSc2nc(-c3ccc(OCc4ccccc4)c(OC)c3)c(C#N)c(=O)[nH]2)cc1	107	97	99	117	108	94	91	99
COc1ccc(/C=C/C(=O)c2ccc(NC(=O)CSc3nnc(-c4ccc(OC)c(OC)c4)n3-c3ccccc3)cc2)cc1	-37*	60	101	94	85	41	-81*	-67*
CC(=O)OC[C@H]1OC(Sc2sc(C(=O)c3ccc(Br)cc3)c(N)c2-c2nc3ccccc3s2)[C@H](OC(C)=O)[C@@H](OC(C)=O)[C@@H]1OC(C)=O (some centres undefined)	46	55	111	71	97	33	65	63
C=CCn1c(SCC(=O)Nc2ccc(Cl)cc2)nnc1-c1cc(-c2ccc(OC)cc2)nc2ccccc12	88	87	107	98	99	80	58	94
CSc1nc2c(=S)[nH]c(=S)[nH]c2s1	113	93	110	121	99	111	90	111
CC(=O)CSc1nc2ccccc2s1	106	106	109	107	105	99	93	104
